Screens (PubChem)
phage Ecoli inh = growth loss of phage-infected E. coli, primary screen, RecBCD inhibitor project, absorbance, with phage, HTS | inhibition, % at 11.9 µM | 360,000 tested, 0.26% active; in the data active means inhibition above about 11%
E coli growth = E. coli V3065 growth inhibition, primary screen, counter-screen for AddAB inhibitor project, absorbance, OD600; 18 h; inhibition, % at 11.9 µM; 330,000 tested, 0.27% active; AID 449728, 2010;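 active means inhibition above the campaign's mean inhibition across all tested compounds plus 3 SD, cut at about 9.9% in these data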;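 further: uninfected addAB+ strain grown without phage in ampicillin broth; 0% = DMSO wells and 100% = ciprofloxacin 0.95 µg/ml wells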
PfHsp90 yeast 2 = growth inhibition of PfHsp90-expressing yeast, primary screen, antimalarial PfHsp90 inhibitor project, S. cerevisiae, BacTiter-Glo luminescence, single point, set 2; BacTiter-Glo ATP, 48 h; yeast lacking PDR1 and PDR3 efflux regulators; inhibition, % at 9.4 µM; 310,000 tested, 0.32% active;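 active means every replicate shows inhibition above about 80%, whatever the replicate mean, limit read from the data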;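 further: 0% = DMSO neutral controls and 100% = 20 µM radicicol positive controls; yeast relying on Plasmodium falciparum Hsp90 in place of its own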
Tat transport = E. coli Tat export inhibitors, primary screen, MC4100, TorA-mCherry reporter, fluorescence, single point; inhibition, % at 10 µM; 340,000 tested, 0.036% active; AID 488895, 2010;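 active means mean replicate inhibition at least 50% and at least half of replicates individually reaching 50%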;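 further: exported cargo escapes ClpAP degradation while cytoplasmic cargo is degraded and loses fluorescence; 0% = median of neutral control wells and 100% = median of NaSCN control wells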
PKA-R1A act = activators of PKA-R1A holoenzyme, primary screen, biochemical, fluorescence polarization, Cy5-IP20, bovine R1A, mouse PKAc; PKA-R1A dissociation; scaled: DMSO 0%, 113 µM cGMP 100%; activation, % at 11.4 µM; 340,000 tested, 0.083% active;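 active means percent activation above the mean of all tested compounds plus 3 SD, cut at about 19% in these data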;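 further: higher means more PKAc released from R1A so a rise in polarization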
Mot1-301 SUMO = yeast Mot1-301 growth rescue at high temperature, primary screen, SUMOylation pathway inhibitor project, S. cerevisiae, ATP luminescence, 38.5C; S. cerevisiae Mot1-301 growth rescue; percent above DMSO median, 100 means doubled; growth rescue, % at 18.8 µM; 320,000 tested, 1% active; AID 2716, 2010;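 active means every valid replicate shows activation above 250% relative to neutral control wells; inactive means the rest, any valid replicate at or below 250%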;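 further: OY570 slx delta 5 strain wells were the positive control but not used for scaling; some compounds called inactive have numbers as strong as hits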
AddAB inh = growth inhibition of E. coli expressing H. pylori AddAB, primary screen, AddAB inhibitor project, absorbance | inhibition, % at 11.9 µM | 330,000 tested, 0.29% active | AID 435030, 2010; in the data active means inhibition above about 12%;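 further: 0% = vehicle wells of infected cells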
Arr AP2 block = inhibitors of beta-arrestin/AP2 binding, primary screen, biochemical, GPCR trafficking, flow cytometry; FITC-arrestin peptide / GST-AP2 beads; AP2 beta2 appendage carries R879A mutation; 340,000 tested, 0.31% active; AID 504490, 2011; beta-arrestin 1 C-terminal peptide binding to AP2 beta2-adaptin appendage (human); inhibition, % at 10 µM;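 active means inhibition above a set limit, near 3 SD of compounds lacking own fluorescence, cut at about 54% in these data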;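 further: plate controls were DMSO wells for no effect and 5 µM unlabelled arrestin peptide for full effect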
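Assay system: GST-AP2 R879A bound to glutathione beads, E. coli-expressed; Medium: PBS with 0.05% Tween 20 and 0.1% BSA; Also added: fluorescein-tagged arrestin peptide at 50 nM final; Timing: 12 min plus 1 h, RT; Measured by: flow cytometry, FL1 (488/535 nm); Evaluation: percent drop in bead-associated FITC signal.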
MOR-DOR ag = agonists of OPRM1-OPRD1 heterodimerization, primary screen, cell-based, luminescence. cells. activation, % at 9.3 µM. 340,000 tested, 0.3% active. AID 504326, 2011; in the data active means activation above about 18%;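 further: 0% = vehicle-treated cells and 100% = reference agonist; values of inactives mirror those of a sister screen read the other way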
OPRM1-OPRD1 inv = inverse agonists of MOR-DOR heterodimerization, primary screen, cell-based, luminescence. Mu-type opioid receptor (Homo sapiens) + Delta-type opioid receptor (Homo sapiens), …. cell-based MOR-DOR heterodimer luminescence, inverse agonism. inhibition, % at 9.3 µM. 340,000 tested, 0.21% active; in the data active means inhibition above about 22%, passing the limit was not always enough;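 further: 0% = cells with DMSO and 100% = wells without cells with DMSO; values of inactives mirror those of a sister screen read the other way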
Pemphigus Ab inh = inhibitors of pemphigus antibody binding to DSG3, primary screen, biochemical, bead-based, flow cytometry, scFv-GFP; Desmoglein-3 (Homo sapiens), P32926; DSG3-coupled beads, scFv-anti-DSG3-GFP binding; hits give low values; binding (percent of control), % at 10 µM; 310,000 tested, 0.48% active; AID 588358, 2011;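 active means binding more than 3 SD below its plate's average and above zero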;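 further: hits lower antibody fragment binding to DSG3; some compounds called inactive have numbers as strong as hits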
Target sequence (P32926 whole entry, looked up, the tested form may be a part): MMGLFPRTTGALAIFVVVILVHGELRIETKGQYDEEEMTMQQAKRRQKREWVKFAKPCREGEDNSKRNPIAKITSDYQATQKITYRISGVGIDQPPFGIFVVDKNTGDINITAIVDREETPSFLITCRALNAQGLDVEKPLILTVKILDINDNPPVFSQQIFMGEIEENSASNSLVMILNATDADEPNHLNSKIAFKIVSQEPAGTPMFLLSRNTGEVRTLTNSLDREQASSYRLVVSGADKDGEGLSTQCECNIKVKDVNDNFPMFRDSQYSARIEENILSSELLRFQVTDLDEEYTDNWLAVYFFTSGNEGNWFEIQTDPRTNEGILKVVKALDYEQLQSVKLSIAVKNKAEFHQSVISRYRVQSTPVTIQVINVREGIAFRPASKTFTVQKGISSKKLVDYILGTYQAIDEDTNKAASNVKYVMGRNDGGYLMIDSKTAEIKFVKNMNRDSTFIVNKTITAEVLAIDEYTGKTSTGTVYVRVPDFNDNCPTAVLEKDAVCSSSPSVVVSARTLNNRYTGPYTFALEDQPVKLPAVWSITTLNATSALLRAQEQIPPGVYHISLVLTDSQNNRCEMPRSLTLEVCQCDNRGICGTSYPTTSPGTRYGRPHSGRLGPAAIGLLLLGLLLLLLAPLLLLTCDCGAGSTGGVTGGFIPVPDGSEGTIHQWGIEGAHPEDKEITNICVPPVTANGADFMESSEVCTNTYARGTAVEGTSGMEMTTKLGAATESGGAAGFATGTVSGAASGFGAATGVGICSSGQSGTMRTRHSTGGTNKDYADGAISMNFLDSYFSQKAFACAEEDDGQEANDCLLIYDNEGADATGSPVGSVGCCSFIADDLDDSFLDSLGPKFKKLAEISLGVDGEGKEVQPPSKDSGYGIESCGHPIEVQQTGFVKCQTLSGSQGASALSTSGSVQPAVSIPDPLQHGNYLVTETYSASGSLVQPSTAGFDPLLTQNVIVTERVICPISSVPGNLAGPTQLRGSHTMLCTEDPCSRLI
Numbers without * were called inactive; . = not tested or not shown; & = joins results of further samples.

SMILES | phage Ecoli inh | E coli growth | PfHsp90 yeast 2 | Tat transport | PKA-R1A act | Mot1-301 SUMO | AddAB inh | Arr AP2 block | MOR-DOR ag | OPRM1-OPRD1 inv | Pemphigus Ab inh
COc1ccc2nc(/N=C(\N)NC(=O)Nc3ccccc3)nc(C)c2c1 | 1.4 | -1.7 | -2 | 2 | -10 | 3 | 0.5 | 4 | -0.7 | 4 | 92
CCOc1ccc(NC(=S)NC(=O)c2c(Cl)cnn2CC)c([N+](=O)[O-])c1 | 3.5 | 1.1 | 12 | -2 | -6 | -10 | -1.5 | -10 | -0.7 | 4 | 100
Clc1ccc(CON/C=N/c2ncnc3sccc23)cc1 | 3.3 | 0.4 | 25 | 7 | -5 | 8 | -1.1 | -17 | 0.5 | -3 | 95
CCNC(=S)N/N=C/c1cccc(/C=N/NC(=S)NCC)c1 | 4.3 | -1.6 | -17 | -2 | -9 | 9 | 0.6 | 3 | -2.1 | 11 | 105
Cc1ccc(CC(=O)CCc2ccccc2)cc1 | 4.0 | -1.4 | -18 | 2 | 4 | 95 | 2.5 | 20 | 7.5 | -46 | 100
Oc1ccccc1/C=N/NC1=NCCCCC1 | 0.6 | -1.9 | 4 | -16 | 8 | 283 | 1.0 | -1 | 0.8 | -4 | 100
COc1ccccc1C1c2[nH]c3ccccc3c2CCN1Cc1ccc(NC(C)=O)s1 (stereo unspecified) | 2.0 | -2.0 | 5 | 31 | 6 | -5 | -3.4 | 0 | -1.5 | 7 | 109
Cc1ccc(Cn2c(SC(C)C(N)=O)nc3ccccc3c2=O)cc1 (stereo unspecified) | 2.5 | 2.9 | -8 | 4 | 4 | 6 | 3.8 | 12 | -1.0 | 6 | 102
O=C(OCc1csc(-c2ccccc2)n1)C1=NN(c2ccccc2)C(=O)CC1 | 0.5 | -0.9 | . | 0 | -2 | 4 | 0.8 | -7 | -2.9 | 12 | 99
CN(C)c1ccc(C(CNS(=O)(=O)c2ccc([N+](=O)[O-])cc2)N2CCCC2)cc1 (stereo unspecified) | 3.8 | 1.2 | -7 | -6 | -4 | -11 | -1.9 | 4 | -1.1 | 6 | 101

Molecules from the list above that have an aryl methoxy group, in the order listed:
SMILES | phage Ecoli inh | E coli growth | PfHsp90 yeast 2 | Tat transport | PKA-R1A act | Mot1-301 SUMO | AddAB inh | Arr AP2 block | MOR-DOR ag | OPRM1-OPRD1 inv | Pemphigus Ab inh
COc1ccc2nc(/N=C(\N)NC(=O)Nc3ccccc3)nc(C)c2c1 | 1.4 | -1.7 | -2 | 2 | -10 | 3 | 0.5 | 4 | -0.7 | 4 | 92
COc1ccccc1C1c2[nH]c3ccccc3c2CCN1Cc1ccc(NC(C)=O)s1 (stereo unspecified) | 2.0 | -2.0 | 5 | 31 | 6 | -5 | -3.4 | 0 | -1.5 | 7 | 109

The results go on:
SMILES | phage Ecoli inh | E coli growth | PfHsp90 yeast 2 | Tat transport | PKA-R1A act | Mot1-301 SUMO | AddAB inh | Arr AP2 block | MOR-DOR ag | OPRM1-OPRD1 inv | Pemphigus Ab inh
COCCCNC(=O)CC(NS(=O)(=O)c1ccc(Cl)cc1)c1ccco1 (stereo unspecified) | -0.9 | 0.1 | 4 | 1 | -2 | 32 | 3.4 | 5 | -1.3 | 6 | .
COc1ccc(CN2CCNC(=O)C2CC(=O)N2CCCN(C(C)=O)CC2)cc1OC (stereo unspecified) | 3.0 | -0.1 | 25 | -3 | -7 | 6 | 3.0 | 15 | -3.7 | 19 | 95
Cc1ccc(C)c(NS(=O)(=O)c2ccc(OCC(=O)NCc3cccnc3)cc2)c1 | 3.1 | 2.5 | -10 | -1 | -8 | -23 | 0.8 | 5 | -2.3 | 11 | 89
C/C(=N/NC(=O)c1ccccc1)C1=C(O)CC(C)(C)CC1=O | 3.1 | -0.8 | 11 | -2 | -6 | 5 | -0.2 | 5 | 1.1 | -8 | 99
CCOC(=O)CC(NC(=O)C1c2ccccc2Oc2ccccc21)c1ccc(C)cc1 (stereo unspecified) | 4.5 | -1.9 | 20 | 8 | -5 | 14 | -1.5 | 4 | -2.9 | 15 | 113
Cc1nn(C)c(C)c1N1C(=O)c2cccc3c(N)ccc(c23)C1=O | 2.3 | 0.3 | 7 | 2 | 0 | 8 | 9.8 | -5 | -1.4 | 8 | 101
CC(=O)Nc1sc(C)c(C)c1C(=O)OCC(=O)N(Cc1ccccc1)C(C)C | 1.9 | 1.4 | -10 | 1 | -9 | -7 | 1.1 | -7 | -2.2 | 9 | .
CCOc1ccccc1N(CC(=O)N1CCOCC1)S(=O)(=O)c1ccc(SC)cc1 | 3.4 | . | 18 | -9 | -11 | . | . | 8 | 0.3 | -1 | 105
C=CCn1c(CC#N)nnc1N1CCOCC1 | -2.6 | 1.2 | -2 | 6 | 0 | 7 | 0.9 | 4 | -3.0 | 17 | 109
Cc1cc(C(=O)O[C@H]2[C@H](Cc3ccccc3)NS(=O)(=O)[C@H]3C[C@@H]4C=C[C@]23O4)ccc1[N+](=O)[O-] | 2.9 | 0.7 | -8 | -1 | -2 | -9 | 2.3 | 35 | 0.7 | -4 | 97
O=C(CN1CCOCC1)N1CCN(S(=O)(=O)c2ccccc2)C1c1ccccc1 (stereo unspecified) | 1.4 | -0.1 | . | -3 | -5 | -12 | 0.1 | 17 | -5.0 | 23 | 103
Cc1cc(NC(=O)c2cccc(S(=O)(=O)N3c4ccccc4CC3C)c2)no1 (stereo unspecified) | 0.4 | -2.4 | 11 | 3 | 5 | -11 | 2.7 | 2 | -2.2 | 11 | 91
O=C(Nc1ccc(SC(F)F)cc1)c1cccc2nc3ccccc3nc12 | 2.2 | -1.1 | -11 | 6 | -2 | -3 | 2.0 | 19 | -2.4 | 15 | .
Cc1cc(NC(=O)CSc2nc3c(cc2C#N)CCC3)no1 | 2.0 | -0.4 | -37 | -1 | 9 | 4 | 3.1 | 6 | -0.5 | 3 | .
O=C(CN(Cc1ccccc1F)C(=O)c1ccco1)NCc1ccc(F)cc1 | 0.5 | -0.7 | 12 | -1 | -6 | 2 | -1.4 | 2 | -2.0 | 11 | 99
CCSc1oc(-c2ccco2)nc1S(=O)(=O)c1ccccc1 | -0.2 | -1.6 | -12 | 4 | -1 | -3 | 0.4 | -5 | -0.2 | 1 | 109
CCc1cc(=O)oc2cc(OC(C)C(=O)O)c(Cl)cc12 (stereo unspecified) | 2.5 | 1.4 | -18 | -1 | -12 | 17 | -0.1 | 2 | -1.7 | 9 | 103
CCC(C)(O)c1[nH]c2ccc(C#N)cc2c1C (stereo unspecified) | 3.5 | 3.4 | -6 | 5 | -1 | -13 | 4.9 | 13 | -0.1 | 1 | 97
Cn1c(=N)n(CC(O)c2cccc3ccccc23)c2ccccc21 (stereo unspecified) | 4.0 | 0.3 | 23 | 3 | 6 | 26 | 6.3 | 9 | -0.4 | 2 | 98
CC(=O)OCc1cc2cc(C)ccc2[nH]c1=O | 1.9 | 1.5 | -4 | -1 | -4 | 0 | 1.4 | 16 | -0.9 | 5 | 102
COC(=O)[C@H]1[C@@H](C)N(Cc2ccccc2)C(=O)N[C@H]1c1ccccc1 | 2.1 | -3.0 | 2 | 10 | -6 | 210 | 1.4 | 22 | -0.9 | 5 | 103
CN1C(C(=O)Nc2ccccn2)=C(O)c2ccccc2S1(=O)=O | 1.8 | -1.7&-0.6 | 22 | -11 | 6 | -13&-3 | -1.8&-2.4 | 11 | -2.3 | 13 | 108
C=CCc1cccc2cc(C(=O)Nc3ccc(NC(C)=O)cc3)c(=O)oc12 | -0.2 | 0.8 | -6 | 2 | -4 | 4 | 1.8 | 34 | -3.5 | 19 | 99
O=C(COC(=O)c1cc(=O)[nH]c2ccccc12)Nc1ccc(Cl)c(S(=O)(=O)N2CCOCC2)c1 | 2.8 | . | . | 10 | -4 | . | . | 5 | 0.1 | -1 | 106
Fc1ccc(Br)cc1SCCc1ccncc1 | 1.8 | 1.0 | 2 | 3 | -2 | 64 | -0.7 | 9 | -1.6 | 7 | 110
CC/C(C)=C1/NC(=O)NC1=O | 1.9 | . | . | -5 | 6 | . | . | 41 | -4.0 | 21 | 88
COC(CNC(=O)C(=O)Nc1ccc2c(c1)N(S(=O)(=O)c1cccs1)CCC2)OC | 0.5 | -2.6 | -5 | -3 | 6 | -5 | -1.1 | -7 | -0.6 | 4 | 102
O=C(NCc1cccnc1)c1ccc(COc2ccccc2Cl)cc1 | 4.0 | 0.9 | -9 | 5 | -2 | 11 | 3.4 | 3 | 0.2 | -1 | 82
COC(C[C@@H](O)[C@@H](C)[C@H](O)COCc1ccccc1)OC | -0.3 | . | 11 | 0 | -7 | . | . | 6 | -1.8 | 11 | 102
CCn1nnnc1SCC(=O)N(C1CCCCC1)C1CCCCC1 | 2.7 | -0.8 | 17 | 1 | -4 | 2 | 1.1 | -1 | 1.6 | -9 | 104

Of the compounds above, these contain an aryl thioether with sulfur outside any ring.
SMILES | phage Ecoli inh | E coli growth | PfHsp90 yeast 2 | Tat transport | PKA-R1A act | Mot1-301 SUMO | AddAB inh | Arr AP2 block | MOR-DOR ag | OPRM1-OPRD1 inv | Pemphigus Ab inh
Cc1ccc(Cn2c(SC(C)C(N)=O)nc3ccccc3c2=O)cc1 (stereo unspecified) | 2.5 | 2.9 | -8 | 4 | 4 | 6 | 3.8 | 12 | -1.0 | 6 | 102
CCOc1ccccc1N(CC(=O)N1CCOCC1)S(=O)(=O)c1ccc(SC)cc1 | 3.4 | . | 18 | -9 | -11 | . | . | 8 | 0.3 | -1 | 105
O=C(Nc1ccc(SC(F)F)cc1)c1cccc2nc3ccccc3nc12 | 2.2 | -1.1 | -11 | 6 | -2 | -3 | 2.0 | 19 | -2.4 | 15 | .
Cc1cc(NC(=O)CSc2nc3c(cc2C#N)CCC3)no1 | 2.0 | -0.4 | -37 | -1 | 9 | 4 | 3.1 | 6 | -0.5 | 3 | .
CCSc1oc(-c2ccco2)nc1S(=O)(=O)c1ccccc1 | -0.2 | -1.6 | -12 | 4 | -1 | -3 | 0.4 | -5 | -0.2 | 1 | 109
Fc1ccc(Br)cc1SCCc1ccncc1 | 1.8 | 1.0 | 2 | 3 | -2 | 64 | -0.7 | 9 | -1.6 | 7 | 110
CCn1nnnc1SCC(=O)N(C1CCCCC1)C1CCCCC1 | 2.7 | -0.8 | 17 | 1 | -4 | 2 | 1.1 | -1 | 1.6 | -9 | 104
